Screening results: PubChem, National Center for Advancing Translational Sciences (NCATS)
EPAC1 antag: EPAC1 (human) antagonism | 360,000 tested, 0.14% active | EPAC1 GEF assay, Rap1b-BODIPY-GDP exchange fluorescence | Potency, µM (series often up to 115 µM), inactives show at the top dose activity change, negative = inhibition, actives largely listed as inhibitors | O95398;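 also: potency is read from the fitted curve at half-maximal effect; plate controls were vehicle for no effect and positive control for full effect; nearly all actives have a fitted effect of over 50% in size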
PI5P4Ka inh: inhibitors of human PI5P4K alpha; P48426; PI5P4Kalpha enzyme, ADP-Glo luminescence, 60 min; active compounds read low; max response, %; 330,000 tested, 1.2% active; AID 652105; active = max response of -50% or lower; inconclusive = between -30% and -50%; inactive = -30% or higher; also: value at the top dose of about 77 µM; % is scaled to controls: 0 for no effect and ±100 for the full control effect
Target sequence (P48426 whole entry, looked up): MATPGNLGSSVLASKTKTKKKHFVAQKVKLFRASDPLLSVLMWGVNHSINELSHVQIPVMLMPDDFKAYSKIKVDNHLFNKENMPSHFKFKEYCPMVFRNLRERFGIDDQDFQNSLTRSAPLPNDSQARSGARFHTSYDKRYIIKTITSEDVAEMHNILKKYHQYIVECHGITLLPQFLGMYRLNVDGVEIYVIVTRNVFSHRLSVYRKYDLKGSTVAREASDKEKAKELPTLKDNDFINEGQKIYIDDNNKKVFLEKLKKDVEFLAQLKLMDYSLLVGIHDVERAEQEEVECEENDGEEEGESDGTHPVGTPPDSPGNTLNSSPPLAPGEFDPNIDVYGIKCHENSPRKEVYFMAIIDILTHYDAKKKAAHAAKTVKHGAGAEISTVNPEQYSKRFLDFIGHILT
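Single end-point luminescence (ADP-Glo) quantified ADP from PI5P4Kalpha turnover; ATP 5 microM final, 1 h at RT, 0.1% CHAPS and 0.28 mM EGTA in HEPES pH 7.4.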
IL-2 act: activates IL-2 in a cell-based reporter assay; IL-2 activation reporter assay, cell-based qHTS; stimulated with anti-CD3/CD4/CD28 beads; in transgenic mouse T cells; activation, % (series mostly up to about 46 µM); 360,000 tested, 0.065% active; in the data active = activation above about 50%; inconclusive = mostly about 30% to 49%; also: 0% is about no effect
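Unstimulated transgenic mouse T cells preincubated 60 min with compound, then stimulated with anti-CD3/anti-CD4-coated beads plus anti-CD28 for 18 h at 37 degrees C. IL-2 response read as EGFP and DsRed fluorescence by plate cytometry.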
PLK1 PBD inh: blocks phosphopeptide binding to human PLK1 polo-box domain; P53350; Plk1 PBD binding of FITC phosphopeptide, fluorescence polarization; Potency, µM, for inactives: max response, negative = inhibition, hits mostly inhibitors; 360,000 tested, 2.8% active; AID 720504; also: potency is read from the fitted curve at half-maximal effect; series mostly up to about 57 µM; % is scaled to controls: 0 for no effect and ±100 for the full control effect; nearly all actives have a fitted effect of over 65% in size
Target sequence (P53350 whole entry, looked up, the tested form may be a part): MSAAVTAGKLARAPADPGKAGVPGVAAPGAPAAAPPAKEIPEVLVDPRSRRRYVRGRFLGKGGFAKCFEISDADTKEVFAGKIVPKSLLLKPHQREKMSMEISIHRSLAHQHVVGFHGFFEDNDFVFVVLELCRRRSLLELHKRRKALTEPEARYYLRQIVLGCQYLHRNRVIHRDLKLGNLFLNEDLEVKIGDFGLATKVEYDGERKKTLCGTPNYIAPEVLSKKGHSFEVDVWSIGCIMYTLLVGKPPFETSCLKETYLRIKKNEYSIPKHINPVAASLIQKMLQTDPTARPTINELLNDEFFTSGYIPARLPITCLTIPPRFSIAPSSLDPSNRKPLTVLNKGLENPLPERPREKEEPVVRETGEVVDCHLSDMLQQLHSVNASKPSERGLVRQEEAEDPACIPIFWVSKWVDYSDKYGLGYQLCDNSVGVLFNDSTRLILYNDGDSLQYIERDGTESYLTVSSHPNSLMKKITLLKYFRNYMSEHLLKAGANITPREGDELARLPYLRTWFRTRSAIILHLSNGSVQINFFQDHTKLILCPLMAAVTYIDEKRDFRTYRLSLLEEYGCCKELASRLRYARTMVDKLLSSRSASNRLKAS
EPAC1 ag: agonists of human EPAC1; O95398; EPAC1 agonist qHTS, biochemical assay; response scale: 100% = response to 6.5 mM cAMP; Potency, µM (highest dose often 154 µM), for the others: at the top dose activation, usual class: activators; 360,000 tested, 0.073% active; also: potency is read from the fitted curve at half-maximal effect; nearly all actives have a fitted effect of over 60% in size
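Nucleotide exchange by EPAC1 (100 nM) on Rap1B–BODIPY-GDP (250 nM) in the presence of 50 uM GDP is tracked fluorescently at 480/540 nm over 30 min. Signals are normalized to a 6.5 mM cAMP control.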
PTHR1 ag: agonists of human PTHR1 parathyroid hormone receptor. 410,000 tested, 0.075% active. HEK293 GP2 PTHR1 cells, GloSensor cAMP luminescence, 1 h. Q03431. Potency, µM (series often up to 115 µM), for inactives: top-dose activation, hits mostly activators; also: potency is read from the fitted curve at half-maximal effect; nearly all actives have a fitted effect of over 55% in size; some results filed as inactive show a strong effect at the top dose; inactives centre near -15; many of its hits are not listed in these tables
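HEK-293-derived GP2 cells expressing PTHR1 and a GloSensor cAMP reporter, 3,000/well, plated overnight, given luciferin plus IBMX (each 0.5 mM as added) for 1 h at 37 °C, then compound for 1 h at 37 °C. Luminescence was read after 15 min at room temperature.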
GLP-1R agonist: GLP-1 receptor (human) agonism | P43220 | HEK293 GLP-1R CRE-luciferase, luminescence, 4-6 h; cells express a hypersensitive GLP-1R form | Potency, µM (highest dose often 45.6 µM), for inactives: top-dose activation, usual class: activators | 380,000 tested, 0.007% active; also: potency is read from the fitted curve at half-maximal effect; % of control where 0% means no effect
HEK293 tox: cytotoxicity counter-screen for GLP-1 receptor inverse agonists. AID 624418. Potency, µM (series often up to 38.3 µM), for inactives: top-dose activity change, negative = inhibition, usual class: inhibitors. 410,000 tested, 0.13% active. HEK293 cAMP-luciferase reporter cells, luminescence, 24 h;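 also: loss of luciferase light is scored as toxicity; potency is read from the fitted curve at half-maximal effect; % is scaled to controls: 0 for no effect and ±100 for the full control effect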
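Quantitative HTS format, 1536 wells, 200 cells/uL seeded. Compounds: 23 nL, 24 h, 37 °C. Detection: luciferase reagent, luminescence at 12 min RT; decreased signal taken as cytotoxic.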
GLP1R inv ag: acts as inverse agonist at human GLP-1 receptor; Potency, µM (top dose mostly 38.3 µM), for inactives: top-dose activity change, negative = inhibition, hits mostly inhibitors; HEK293 GLP-1R CRE-luciferase, luminescence, 24 h; GLP-1R form is constitutively active; 410,000 tested, 1.6% active; P43220; also: potency is read from the fitted curve at half-maximal effect; % is scaled to controls: 0 for no effect and ±100 for the full control effect; nearly all actives have a fitted effect of over 55% in size
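Inverse agonism was detected as reduced cAMP-driven luciferase luminescence after 24 h compound treatment. The cells were HEK293 clones expressing constitutively active human GLP-1R with the reporter. Reporter-only and GPR119 cell lines served as counterscreen controls.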
Numbers without * were called inactive; i = inactive; ? = inconclusive; . = not tested or not shown; & = joins results of further samples; [ ] = another dose, or the depositor's remark. Unless noted, calls follow the shape of the dose curve; as a rule, active = well fitted curve in the direction sought with a large enough effect; inconclusive = small, poorly fitted or top-dose-only effect, or another doubt; inactive = no such curve, though single readings can be large; an effect the other way counts as inactive or inconclusive. The list is partial. The share of hits here may be higher or lower than overall.

Molecule,PLK1 PBD inh,GLP1R inv ag,EPAC1 antag,PTHR1 ag,HEK293 tox,EPAC1 ag,IL-2 act,PI5P4Ka inh,GLP-1R agonist
CCCC(C(=O)NC1CCCC1)N(Cc1ccc(OC)cc1)C(=O)c1snc(C(N)=O)c1N (stereo not drawn),-2%,14%,-20%,i,0%,-8%,2.4,2,11%
Cc1ccc(S(=O)(=O)N(C)c2ccc(OCC(=O)N3CCCCC3)cc2)cc1,0%,?,-14%,-32%[inhibitor],3%,6%,-2.5,10,-10%
Cc1ccc(C(=O)NNC(=O)CCCCC(=O)NNC(=O)c2ccc(C)cc2)cc1,-19%,41%[activator],1%,-5%,10%,3%,-1.7,2,-3%
Cc1csc(NC(=O)Cc2nn(C)c(=O)c3ccccc23)n1,-10%,-4%,11%,-32%[inhibitor],4%,-9%,4.1,-7,1%
CCOc1cc(N2CCOCC2)c(OCC)cc1NC(=O)c1ccccc1C,?,7%,-1%,i,1%,-5%,0.0,-9,5%
CCNc1nc(Cl)nc(NNC(=O)C(C)Oc2ccccc2)n1 (stereo not drawn),-14%,12%,-5%,-19%,-5%,-4%,0.5,-10,2%
CC(=O)NCC(=O)NC1(C(=O)NC2CCCC2)CCCCC1,-10%,0%,-6%,i,-5%,6%,-2.6,0,-7%
Cc1ccc(N=Nc2ccc(O)cc2)c(Br)c1,-7%,92%[activator],-6%,-40%[inhibitor],-6%,20%,-0.8,13,6%

Continuation.
Molecule,PLK1 PBD inh,GLP1R inv ag,EPAC1 antag,PTHR1 ag,HEK293 tox,EPAC1 ag,IL-2 act,PI5P4Ka inh,GLP-1R agonist
CCOC(=O)c1c(NC(=O)C2Cc3ccccc3C(=O)O2)sc2c1CCCC2 (stereo not drawn),-8%,6%,-21%,i,-1%,8%,2.4,3,10%
O=C(CCNC(=O)C1CCN(S(=O)(=O)c2ccccc2)CC1)NCc1cccnc1,-3%,-11%,9%,-18%,0%,-19%,1.5,-3,?
COc1cc(C)c(Cl)cc1S(=O)(=O)NCCCN1CCOCC1,-5%,-4%,11%,i,-10%,5%,-2.4,.,-5%
C[C@@H]1COC(=O)[C@H](CC(=O)OC(C)(C)C)C/C=C\C[C@H](CC(=O)NCCO)C(=O)N1,-7%,4%,-3%,-23%,4%,-23%,-0.2,0,3%
COc1ccc(Cl)cc1N(CC(=O)N1CCN(Cc2ccccc2)CC1)S(C)(=O)=O,-11%,-20%,-1%,i,-8%,8%,-3.6,0,-3%
O=C(Nc1cccc(C(F)(F)F)c1)Nc1nnc([C@H]2C[C@H](O)[C@@H](CO)O2)s1,-1%,-4%,-7%,-13%,1%,-12%,-0.3,-14,-6%
Cc1c(C(=O)NCc2ccc3c(c2)OCO3)oc2ccc(S(=O)(=O)N3CCCCC3)cc12,-10%,?,-3%,-10%[57.5 µM],2%,13%,-2.3,.,-4%
CC(C)C[C@H](NC(=O)c1[nH]cnc1C(=O)N[C@@H](C)C(=O)OC(C)(C)C)C(=O)OCc1ccccc1,8%,?,-14%,-10%,-36%,-19%,-0.9,21,3%

(list continues)
Molecule,PLK1 PBD inh,GLP1R inv ag,EPAC1 antag,PTHR1 ag,HEK293 tox,EPAC1 ag,IL-2 act,PI5P4Ka inh,GLP-1R agonist
COc1ccc(CCNC(=O)COc2ccc(S(=O)(=O)NC3CCCCC3)cc2Cl)cc1,-1%,0%,-19%,i,-13%,8%,-1.6,.,-1%
C[C@@H]1CCCCO[C@@H](CN(C)S(=O)(=O)c2cn(C)cn2)[C@@H](C)CN([C@H](C)CO)C(=O)c2cc(NC(=O)Nc3ccc(C(F)(F)F)cc3)ccc2O1,6%,1%,12%,-20%,3%,-17%,-1.9,-5,-5%
COc1ccccc1NC(=O)NNC(=O)CCN1CCOCC1,-6%,4%,-13%,i,1%,-4%,-1.4,0,-3%
Cc1cc(C)c(C#N)c(Cl)n1,-2%,0%,3%,i,-25%,6%,0.1,14,-6%
O=C(NCc1ccc2c(c1)OCO2)C1CCN(S(=O)(=O)N2CCOCC2)CC1,-3%,9%,3%,i,7%,-3%,1.7,-3,-9%
O=C(Nc1cccc(NC(=S)NC(=O)c2cccs2)c1)c1ccccc1,-2%,-14%,-11%,i,-28%,6%,3.1,-2,-1%
CC(CCc1ccccc1)NC(=O)c1cccnc1 (stereo not drawn),-3%,2%,2%,i,-7%,-1%,2.7,-1,-9%
Cc1cc(C)cc(C(O)c2ncc(-c3ccccc3C)[nH]2)c1 (stereo not drawn),-1%,?,11%,-21%,-14%,5%,-0.3,-3,6%

The list goes on, overlapping the part above by 2 compounds.
Molecule,PLK1 PBD inh,GLP1R inv ag,EPAC1 antag,PTHR1 ag,HEK293 tox,EPAC1 ag,IL-2 act,PI5P4Ka inh,GLP-1R agonist
CC(CCc1ccccc1)NC(=O)c1cccnc1 (stereo not drawn),-3%,2%,2%,i,-7%,-1%,2.7,-1,-9%
Cc1cc(C)cc(C(O)c2ncc(-c3ccccc3C)[nH]2)c1 (stereo not drawn),-1%,?,11%,-21%,-14%,5%,-0.3,-3,6%
O=C(NCCS(=O)(=O)NCc1cccs1)c1ccccc1,3%,-24%,1%,i,1%,-11%,-2.0,-2,-3%
C=CCn1c(=O)c2ccccc2n2c(SCC(=O)NC)nnc12,-15%,1%,-23%,i,-2%,5%,-0.2,-2,-8%
Cc1ccc(Cn2nnnc2CN2CCC(O)(c3cccnc3)CC2)cc1,-7%,6%,-1%,-59%[inhibitor],-2%,16%,0.6,0,1%
Cn1c(CNC(=O)c2ccccc2F)nnc1SCC(=O)Nc1nncs1,-3%,-11%,3%,i,-6%,6%,-0.5,3,-1%
CC(=O)NC12CC3CC(C1)CC(C(=O)NCc1ccc(C)cc1)(C3)C2,-20%,-17%,-12%,21%,15%,0%,-0.6,-2,12%
CC1CCCN(C(=O)Nc2ccc(Br)cc2Cl)C1 (stereo not drawn),-10%,-23%,-21%,-8%,-21%,-14%,-0.6,2,14%
Clc1cccc(CN2CCSCC2)c1Cl,7%,-12%,-6%,-15%,-1%,-3%,0.7,-3,-3%
Cc1nn(Cc2ccc(Cl)c(Cl)c2)c(C)c1NC(=O)c1cc(-c2ccc3c(c2)OCO3)on1,1%,?,-5%,i,8%,5%,-3.4,.,-6%

Next section.
Molecule,PLK1 PBD inh,GLP1R inv ag,EPAC1 antag,PTHR1 ag,HEK293 tox,EPAC1 ag,IL-2 act,PI5P4Ka inh,GLP-1R agonist
CCOC(=O)c1c(-c2ccccc2Cl)csc1NC(=O)CSc1nc(C)cc(=O)[nH]1,?,24%,-24%,-6%,-5%,-2%,0.1,-16,-19%
COC(CNC(=O)CN1C(=O)COc2ccc(S(=O)(=O)N3CCOCC3)cc21)OC,0%,15%,21%,i,-9%,5%,3.3,-1,1%
O=C(CCSc1ccccn1)c1ccccc1,?,9%,5%,-16%,-2%,-2%,-2.5,-1,11%
NS(=O)(=O)c1ccc(CNC(=O)Cc2ccccc2F)cc1,1%,8%,?,i,-8%,10%,-1.1,2,1%
CCC(C)NC(=O)Nc1ccccc1F (stereo not drawn),-2%,4%,12%,i,-6%,3%,0.7,5,-3%
O=C(N/N=C1/CC2C=CCC12)c1cccs1 (stereo not drawn),0%,25%,-1%,i,-1%,4%,-2.5,2,4%
CC(C)=NNc1cc([N+](=O)[O-])cc2c1C(=O)N(C)S2=O (stereo not drawn),2%,-8%,14%,i,8%,-6%,-3.1,-4,-2%
COc1ccc(CCNC(=O)CCn2c(=O)c3cccn3c3ccc(F)cc32)c(OC)c1OC,-7%,48%&16%,-13%,-2%&-1%,-5%&0%,6%,-3.5,6,21%

Further compounds:
Molecule,PLK1 PBD inh,GLP1R inv ag,EPAC1 antag,PTHR1 ag,HEK293 tox,EPAC1 ag,IL-2 act,PI5P4Ka inh,GLP-1R agonist
Cc1cc(C)c(C)c(OCCCCn2cnc3ccccc3c2=O)c1,-3%,-26%,-20%,-24%,3%,23%,-2.4,.,27%
NC(=O)c1cc([N+](=O)[O-])ccc1NCc1ccc(O)cc1,-4%,?,14%,i,?,-13%,0.1,-11,7%
COc1ccc2c(c1OC)C(=O)N(c1nccs1)C2,-10%,52%[activator],-6%,-7%[57.5 µM],-14%,0%,0.5,-12,-1%
Cn1c(=O)cc(OCC(=O)NCCc2ccc(Cl)cc2)c2ccccc21,0%,2%,3%,i,-16%,5%,-0.1,3,0%
O=C(Nc1ccc2nc(-c3ccco3)[nH]c2c1)c1cccs1,-13%,5%,4%,i,0%,3%,-2.3,-12,5%
O=C(CCCOc1ccccc1)Nc1nnc(C2CCCO2)s1 (stereo not drawn),-9%,0%,-1%,i,-38%,0%,-0.7,?,-8%
COc1ccc(CC(=O)N/N=C/c2ccc(Cl)s2)cc1OC,-10%,?,-2%,10%,-17%,-3%,-1.1,4,14%
Cc1ccc(SCC(=O)Nc2ccc(C(=O)Nc3ccc(O)cc3)cc2)cc1,-13%,-5%[7.66 µM],2%,i,-2%[7.66 µM],1%,0.6,-13,2%

Continuation:
Molecule,PLK1 PBD inh,GLP1R inv ag,EPAC1 antag,PTHR1 ag,HEK293 tox,EPAC1 ag,IL-2 act,PI5P4Ka inh,GLP-1R agonist
Cc1ccc(C)c(S(=O)(=O)Nc2ccc(C(=O)NCCCN3CCOCC3)cc2)c1,-4%,0%,-9%,i,18%,8%,3.3,2,10%
COc1ccc(OC)c2c1CC(C)(C)NC2=O,6%,17%,6%,0%,5%,2%,-0.5,1,1%
Cc1cc(OC(=O)c2ccc(F)cc2)c([N+](=O)[O-])c(=O)[nH]1,6%,21%,-9%,-8%,?,-7%,3.4,0,-2%
Cc1noc(C)c1S(=O)(=O)N1CCC(C(=O)c2ccccc2)CC1,-2%,-14%,-2%,-1%,-10%,-7%,-1.0,1,12%
O=C(NC(=S)NCc1ccccc1)c1cccs1,-17%,?,-21%,-14%,?,14%,-0.6,0,2%
CCOC(=O)C(C(=O)OCC)C1CCS(=O)(=O)C1 (stereo not drawn),-2%,13%,-16%,-10%[57.5 µM],16%,-5%,1.4,-1,2%
